# UBC9 SUMO inh = inhibitors of in vitro SUMOylation cascade, primary screen, biochemical, HTRF, uHTS | inhibition, % at 35 µM | AID 2006, 2009 | SUMO-conjugating enzyme UBC9 (Homo sapiens), P63279 | 0.36% of 290,000 active | HTRF SUMOylation assay, SAE1/SAE2 + UBC9; in the data active = inhibition above about 50%, passing the limit was not always enough; note: strong numbers were not always called active
# Target sequence (P63279 whole entry, looked up): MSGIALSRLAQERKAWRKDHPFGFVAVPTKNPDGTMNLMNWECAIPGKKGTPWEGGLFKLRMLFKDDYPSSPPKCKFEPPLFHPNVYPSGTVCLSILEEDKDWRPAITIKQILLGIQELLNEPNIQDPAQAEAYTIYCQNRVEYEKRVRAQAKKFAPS
# NS3 helicase inh = inhibitors of HCV NS3 helicase, primary screen, biochemical, Cy5 molecular beacon fluorescence; 0.56% of 290,000 active; AID 1800, 2009; NS3 helicase DNA unwinding; Hepatitis C virus NS3 helicase; inhibition, % at 10.9 µM;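 active = inhibition above the mean of all tested compounds plus 3 SD, set per campaign, cut at about 35% in these data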;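 note: 0% = DMSO wells and 100% = thioflavine S control wells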
#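 System: Hepatitis C virus NS3 helicase domain fragment enzyme | Reagent: Annealed dual-labelled DNA beacon duplex, ATP-started | Compound dosing: 10.9 µM single point, 0.8% DMSO | Incubation: 1 h reaction at 25 °C, ATP-initiated | Technique: Cy5 fluorescence | Evaluation: Percent inhibition from t60/t0 fluorescence ratio | Benchmarks: Low DMSO, high thioflavine S at 110 µM | Replication: Singlicate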
# MEKK3 PB1 HTS = modulators of MEKK3-MEK5 PB1 binding, primary screen, biochemical, wildtype MEKK3, multiplex bead flow cytometry, Alexa488-MEK5. AID 1529, 2009. bead-based flow cytometry, Alexa488-MEK5 binding to MEKK3; actives lie on both sides; 0 = blocked by unlabeled MEK5, 100 = vehicle. Mitogen-activated protein kinase kinase kinase 3 (Homo sapiens), Q99759. 1.4% of 290,000 active. binding response (% of control), % at 10 µM;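 active = binding response more than 3 SD above or below the average of its plate-row segment, actives on both sides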;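 note: Alexa488 bead fluorescence after subtracting the streptavidin-only scavenger bead signal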
# Target sequence (Q99759 whole entry, looked up): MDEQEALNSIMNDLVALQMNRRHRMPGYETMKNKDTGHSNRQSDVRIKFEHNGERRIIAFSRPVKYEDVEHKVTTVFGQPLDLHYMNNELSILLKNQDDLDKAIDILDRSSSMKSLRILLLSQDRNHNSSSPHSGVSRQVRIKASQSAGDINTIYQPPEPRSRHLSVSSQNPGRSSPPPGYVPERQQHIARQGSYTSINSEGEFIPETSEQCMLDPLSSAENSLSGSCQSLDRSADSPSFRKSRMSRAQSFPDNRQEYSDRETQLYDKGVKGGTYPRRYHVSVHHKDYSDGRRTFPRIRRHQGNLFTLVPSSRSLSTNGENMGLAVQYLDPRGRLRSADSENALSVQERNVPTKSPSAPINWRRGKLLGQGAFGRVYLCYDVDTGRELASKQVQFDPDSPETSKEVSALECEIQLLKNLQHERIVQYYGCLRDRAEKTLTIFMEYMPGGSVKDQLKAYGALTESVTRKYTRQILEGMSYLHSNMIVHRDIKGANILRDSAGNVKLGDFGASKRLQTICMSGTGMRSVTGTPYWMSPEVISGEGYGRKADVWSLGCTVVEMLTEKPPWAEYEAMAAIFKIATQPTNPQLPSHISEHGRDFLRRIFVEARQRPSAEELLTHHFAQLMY
# DNA FID counter = compounds displacing fluorescent DNA intercalator, primary screen, artefact control for HCV NS3 helicase inhibitor project, biochemical, FID fluorescence; inhibition, % at 7.9 µM; 0.17% of 290,000 active; DNA fluorescent intercalator displacement; in the data active = inhibition above about 37%;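 note: 0% = vehicle and 100% = reference compound; higher means more ethidium bromide displaced from hairpin DNA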
# CRFBP-R2 block = antagonists of CRF-BP/CRF-R2 complex, primary screen, cell-based, HEK293, calcium dye fluorescence, uHTS; CRF-induced calcium fluorescence; inhibition, % at 11.8 µM; 0.59% of 350,000 active;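 active = inhibition of the ligand-induced calcium signal above about 50% at the single tested concentration, limit read from the data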
# GalR3 antag = GalR3 antagonists in HEK293 cells, primary screen, cell-based, fluorescence readout; AID 651719, 2012; HEK293 GalR3-CNG cAMP membrane potential fluorescence; galR3 body fused to GalR1 C-terminus; inhibition, % at 3 µM; Galanin receptor type 3 (Homo sapiens), O60755; 0.44% of 360,000 active;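 active = inhibition above the screen-wide average plus 3 SD, cut at about 13% in these data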;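 note: forskolin and galanin both at EC90 stimulate the cells; cAMP rise reported by CNG channel membrane potential dye signal; 0% = forskolin plus galanin with DMSO and 100% = forskolin alone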
# MEKK2wt PB1 HTS = modulators of MEK5 binding to wildtype MEKK2, primary screen, biochemical, multiplex bead flow cytometry, Alexa488-MEK5. Mitogen-activated protein kinase kinase kinase 2 (Homo sapiens), Q9Y2U5. Alexa488-MEK5 binding to MEKK2 WT; actives lie on both sides. binding response (% of control), % at 10 µM. 1.1% of 290,000 active; in the data active = binding response below about 67% or above about 130%
# CRFR2-BP ag = agonists of CRF-BP/CRF-R2 complex, primary screen, cell-based, HEK293, calcium dye fluorescence, uHTS; CRF-binding protein / CRF receptor 2 complex (human); calcium dye fluorescence (FLIPR); percent of saturating CRF peptide response; activation, % at 13.2 µM; 0.46% of 350,000 active; AID 588473, 2011;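 active = activation of at least 50%, plus an integration ratio under a set limit after plate pattern correction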;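 note: plate controls were neutral control wells without compound for no effect and CRF at EC100 for full effect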
# MEKK2mut PB1 HTS = MEK5 binding signal on mutant MEKK2 PB1, primary screen, biochemical, multiplex bead flow cytometry, Alexa488-MEK5 | percent response, % at 10 µM | AID 1530, 2009 | Alexa488-MEK5 binding to MEKK2 mutant | 0.35% of 290,000 active; in the data active = percent response above about 24%, passing the limit was not always enough; note: inactives centre near 1; some results filed as inactive read as strong as hits
# * marks the source's active call; other numbers are inactive results; nt = no result given. This is a subset; count on the stated rates, not on these rows.
SMILES,UBC9 SUMO inh,NS3 helicase inh,MEKK3 PB1 HTS,DNA FID counter,CRFBP-R2 block,GalR3 antag,MEKK2wt PB1 HTS,CRFR2-BP ag,MEKK2mut PB1 HTS
Cc1ccc(C(=O)NNC(=O)CSc2nnc3c(n2)[nH]c2ccc(C)cc23)cc1,18,1,98,5,-14,nt,100,0.2,-2
O=C(N/N=C/c1c[nH]c2ccccc12)c1cc(Br)ccc1O,5,8,105,10,20,0,107,-1.3,5
CCc1ccccc1NC(=O)NCc1ccc2c(c1)OCO2,-4,11,104,-13,46,0,107,-16,3
C=CCNc1sc(C(=O)c2ccccc2)c(N)c1C#N,15,-2,99,-5,5,2,100,-1.5,4
c1ccc(-c2csc(Nc3nc(N4CCOCC4)nc(N4CCOCC4)n3)n2)cc1,-16,2,105,-6,7,3,102,-0.7,4
O=C(NCc1ccccc1)Nc1cccn(Cc2cccc(F)c2)c1=O,28,-14,99,-19,6,-2,97,-1.7,-2
COc1ccc(OC)c(C2C(C(=O)c3cccs3)=C(O)C(=O)N2CCN2CCOCC2)c1 (stereo not drawn),-2,14,87,-23,16,-9,101,0.9,-34
O=C(Nc1ccc(O)c2c(=O)cc(-c3ccccc3Cl)oc12)c1ccc(F)cc1,-14,nt,103,nt,5,-3,102,-0.7,1
COc1ccccc1C(=O)N(Cc1ccccc1)c1ccc(C)cc1,-1,-5,100,-47,23,-4,99,-2.3,8
CC1CC(C)(C)N2C(=O)C3(Nc4ccccc4S3)c3cccc1c32 (stereo not drawn),1,-10,106,-16,-63,nt,93,0.2,-1
O=[N+]([O-])c1cccc(-c2nc3ccc([N+](=O)[O-])cc3[nH]2)c1,6,-3,128*,5,-4,1,113,-0.8,1
O=C1CCCc2c1cc(C(=O)Nc1ccc(Cl)cn1)c(=O)n2-c1ccccc1,11,8,94,-11,-4,1,95,-0.1,-8
O=[N+]([O-])c1ccccc1O[C@@H]1O[C@H](CO)[C@H](O)[C@H](O)[C@H]1O,7,11,100,-2,3,-3,98,1.0,3
COCc1c(C(N)=O)nnn1-c1nonc1N,29,12,100,0,-4,-4,94,2.9,-3
COc1cc2c(cc1OC)CN(C(C)C(=O)Nc1ccc(NC(C)=O)cc1)CC2 (stereo not drawn),6,-3,100,-7,14,0,94,1.3,-5
O=C(CN1CCc2cc3c(cc2C1)OCCCO3)Nc1cccc(Br)c1,-4,-9,100,-7,1,-1,106,3.1,3
CC(=O)N1CCC(=NNC(=O)CSc2cc(C)c(Br)cc2C)CC1,0,-1,97,2,-4,-3,89,0.5,8
CCOc1ccc(CNC(=O)CCn2c(=O)oc3ccccc32)cc1OC,-28,-3,99,-6,8,-3,96,-2.1,-6
Cc1[nH]c2ccc(F)cc2c1CCN(Cc1cccnc1)C(=S)NC(C)(C)C,-5,-11,98,-6,-24,-13,115,0.3,12
COc1ccc(CNC(=O)c2noc3c2CCCCC3)cc1,8,-4,96,-4,-16,-6,97,2.5,8
Cn1c(-c2ccc3c(c2)OCO3)cnc1NC(=O)CCC(=O)NCCc1ccccc1,-7,11,101,-12,-3,-2,101,-0.7,-1
O=C(CN(Cc1ccccc1)S(=O)(=O)c1ccc2c(c1)OCCO2)Nc1ccc2c(c1)OCCO2,-7,-25,75,-22,5,-10,81,6.8,-10
Cc1cc(N2CCOCC2)n2nc(C)c(-c3ccccc3)c2n1,16,6,94,-1,3,-2,96,-2.4,0
CN(C)CCCNC(=O)c1ccc(=O)[nH]n1,-6,6,108,0,10,-5,111,4.2,3
COc1cc(NC(=O)c2noc(C)c2[N+](=O)[O-])c(OC)cc1Cl,7,9,103,-5,-11,4,98,-0.4,3
# (next part)
SMILES,UBC9 SUMO inh,NS3 helicase inh,MEKK3 PB1 HTS,DNA FID counter,CRFBP-R2 block,GalR3 antag,MEKK2wt PB1 HTS,CRFR2-BP ag,MEKK2mut PB1 HTS
CCOC(=O)N1CCC(N2Cc3cccc(C(=O)NCc4ccc(C)cc4)c3C2=O)CC1,-11,-7,108,-5,22,nt,110,4.8,6
Cc1ccc2nsnc2c1N,19,-1,96,1,9,-6,94,0.2,-3
COc1ccc(Cn2nnnc2CN2CCOCC2)cc1,17,-9,88,0,2,-9,88,0.1,-10
COc1ccc(S(=O)(=O)N2CCC(O)(c3ccc4c(c3)OCO4)CC2)cc1,-8,8,nt,0,8,-4,nt,0.3,nt
CCOC(=O)C1(Cc2ccccc2)CCN(Cc2csc(C(C)=O)c2)CC1,18,-9,108,4,8,-2,118,0.9,18
COC(=O)Cn1ncc(N2CC(C)OC(C)C2)c(Cl)c1=O (stereo not drawn),16,7,101,-4,14,-9,96,-0.2,6
CCCOc1ccc(S(=O)(=O)NNC(=O)c2cc3ccccc3o2)cc1,0,-6,95,-16,-2,-4,99,-1.8,-2
COc1ccc(OC)c(S(=O)(=O)NC(N)=NCCc2ccccc2OC)c1,1,-5,90,-12,nt,nt,80,nt,-13
O=[N+]([O-])c1ccc(CNc2ccc(F)cc2)s1,27,-13,96,7,6,-11,98,-4.9,-5
CCN(CC)C(=O)C1CC(=O)OC1(C)C (stereo not drawn),9,14,94,-5,1,-3,94,0.8,1
Cc1cc(C)nc(N/N=C/c2ccc3c(c2)OCCO3)n1,16,19,89,-6,0,-2,74,-0.2,-11
CN(C)c1ccc(NC(=S)N2CCN(c3ncc(C(F)(F)F)cc3Cl)CC2)cc1,-6,6,94,-8,-2,-4,89,1.9,-17
CCCOc1ccc(C(=O)NCCc2ccccc2)cc1,13,1,97,-18,5,-1,94,-0.3,-11
CCN1CCN(C(=O)/C(=C/c2ccco2)NC(=O)c2ccccc2)CC1,5,7,100,-13,-1,-8,95,0.5,0
CC(=O)Nc1ccc(S(=O)(=O)NCCc2ccc(S(N)(=O)=O)cc2)cc1,-6,2,93,-2,8,-3,92,0.8,-7
c1ccc(COc2ccccc2CNC2CCCC2)cc1,7,2,97,10,-5,-7,97,-2.3,-5
Cc1cccc(Cl)c1OCCCCn1ccnc1,16,-5,96,-2,-7,-3,98,0.3,0
Cc1nn(CC(=O)N2CCN(c3ccccn3)CC2)c(=O)c2cc3sccc3n12,4,2,102,-16,-8,nt,101,-0.8,-1
O=c1[nH]c(C2CCCN(S(=O)(=O)c3ccccc3)C2)nc2c1nnn2Cc1ccc(OC(F)(F)F)cc1 (stereo not drawn),14,4,101,-6,2,1,96,-0.5,1
CCNC(=O)CSc1nc(-c2ccccc2)cs1,-8,19,132*,-14,-3,-6,118,-1.1,1
CCOC(=O)Cc1csc(NC(=O)CN2CCN(CC)CC2)n1,4,9,99,-4,-1,-5,99,-0.2,8
COc1cc(OC)c(OC)cc1/C=N/N(C)c1ccccc1,-26,-10,105,-4,2,-3,106,-1.3,10
CCNC(=O)COc1ccc2ccccc2c1,27,6,105,-3,35,3,108,2.3,2
COc1ccc(OCCNc2c([N+](=O)[O-])c(=O)oc3ccccc23)cc1,16,0,105,0,28,-8,104,-3.2,-1
Cc1nn(C)cc1N1C(=O)c2cccc3c(N)ccc(c23)C1=O,36,-4,76,-9,-188,1,78,200*,-17

# Copied from the listing for reference:
SMILES,UBC9 SUMO inh,NS3 helicase inh,MEKK3 PB1 HTS,DNA FID counter,CRFBP-R2 block,GalR3 antag,MEKK2wt PB1 HTS,CRFR2-BP ag,MEKK2mut PB1 HTS
COC(=O)Cn1ncc(N2CC(C)OC(C)C2)c(Cl)c1=O (stereo not drawn),16,7,101,-4,14,-9,96,-0.2,6
CCCOc1ccc(S(=O)(=O)NNC(=O)c2cc3ccccc3o2)cc1,0,-6,95,-16,-2,-4,99,-1.8,-2
COc1ccc(OC)c(S(=O)(=O)NC(N)=NCCc2ccccc2OC)c1,1,-5,90,-12,nt,nt,80,nt,-13
O=[N+]([O-])c1ccc(CNc2ccc(F)cc2)s1,27,-13,96,7,6,-11,98,-4.9,-5
CCN(CC)C(=O)C1CC(=O)OC1(C)C (stereo not drawn),9,14,94,-5,1,-3,94,0.8,1
Cc1cc(C)nc(N/N=C/c2ccc3c(c2)OCCO3)n1,16,19,89,-6,0,-2,74,-0.2,-11
CN(C)c1ccc(NC(=S)N2CCN(c3ncc(C(F)(F)F)cc3Cl)CC2)cc1,-6,6,94,-8,-2,-4,89,1.9,-17
CCCOc1ccc(C(=O)NCCc2ccccc2)cc1,13,1,97,-18,5,-1,94,-0.3,-11
CCN1CCN(C(=O)/C(=C/c2ccco2)NC(=O)c2ccccc2)CC1,5,7,100,-13,-1,-8,95,0.5,0
CC(=O)Nc1ccc(S(=O)(=O)NCCc2ccc(S(N)(=O)=O)cc2)cc1,-6,2,93,-2,8,-3,92,0.8,-7
c1ccc(COc2ccccc2CNC2CCCC2)cc1,7,2,97,10,-5,-7,97,-2.3,-5
Cc1cccc(Cl)c1OCCCCn1ccnc1,16,-5,96,-2,-7,-3,98,0.3,0

# Additional records follow:
SMILES,UBC9 SUMO inh,NS3 helicase inh,MEKK3 PB1 HTS,DNA FID counter,CRFBP-R2 block,GalR3 antag,MEKK2wt PB1 HTS,CRFR2-BP ag,MEKK2mut PB1 HTS
COc1cc(/C=C2\SC(=O)N(CC(=O)Nc3ccccc3F)C2=O)cc(Cl)c1O,nt,-10,107,0,-150,-10,101,169*,6
COCC(C)NC(=O)c1cc(-c2ccc(OC)c(OC)c2)on1 (stereo not drawn),4,1,101,-9,-3,nt,103,0.6,2
CCOC(=O)N1CCN(Cc2nc(-c3ccccc3)no2)CC1,-3,-2,107,-15,14,-2,107,-2.0,8
CC(=O)N1CCc2c(sc(NC(=O)CCS(=O)(=O)c3ccccc3)c2C#N)C1,9,9,103,-17,3,3,107,0.6,5
COc1cc(NC(=O)CN2CCN(S(=O)(=O)c3ccc(C(C)C)cc3)CC2)cc(OC)c1,-27,-8,103,-8,-2,-3,98,4.0,0
CCc1cc2c(-c3ccccc3)cc(=O)oc2cc1OC(C)C(=O)O (stereo not drawn),15,31,103,-20,11,-10,107,1.0,5
COCCCN1CCc2[nH]c(=S)[nH]c(=O)c2C1,25,-5,96,-4,6,0,98,0.3,-1
CCOC(=O)N1CCC(N(CCN(C)C)C(=S)Nc2ccc(Oc3ccccc3)cc2)CC1,-7,-4,97,-7,9,-1,99,-0.6,-2

# Assay outcomes (PubChem)
